From PubChem BioAssay
JMJD2A Tudor inh = inhibitors of human JMJD2A Tudor domain; AlphaScreen JMJD2A-Tudor / H3K4me3 peptide binding; Potency, µM (series often up to 114 µM), without a hit: at the top dose activity change, negative = inhibition, actives largely listed as inhibitors; hit rate 4.4% among 390,000; further: potency means the concentration at half of the fitted maximal effect; on the % scale 0 is the no-effect control and ±100 the full control effect; nearly all actives have a fitted effect of over 50% in size
GLS inhibitor = blocks human kidney-isoform glutaminase activity; Potency, µM (top dose mostly 45.5 µM), without a hit: at the top dose activity change, negative = inhibition, actives largely listed as inhibitors; O94925; GLS enzymatic activity, qHTS titration; hit rate 0.21% among 410,000; AID 624170; further: potency means the concentration at half of the fitted maximal effect; on the % scale 0 is the no-effect control and ±100 the full control effect
Target sequence (O94925 whole entry, looked up, canonical isoform): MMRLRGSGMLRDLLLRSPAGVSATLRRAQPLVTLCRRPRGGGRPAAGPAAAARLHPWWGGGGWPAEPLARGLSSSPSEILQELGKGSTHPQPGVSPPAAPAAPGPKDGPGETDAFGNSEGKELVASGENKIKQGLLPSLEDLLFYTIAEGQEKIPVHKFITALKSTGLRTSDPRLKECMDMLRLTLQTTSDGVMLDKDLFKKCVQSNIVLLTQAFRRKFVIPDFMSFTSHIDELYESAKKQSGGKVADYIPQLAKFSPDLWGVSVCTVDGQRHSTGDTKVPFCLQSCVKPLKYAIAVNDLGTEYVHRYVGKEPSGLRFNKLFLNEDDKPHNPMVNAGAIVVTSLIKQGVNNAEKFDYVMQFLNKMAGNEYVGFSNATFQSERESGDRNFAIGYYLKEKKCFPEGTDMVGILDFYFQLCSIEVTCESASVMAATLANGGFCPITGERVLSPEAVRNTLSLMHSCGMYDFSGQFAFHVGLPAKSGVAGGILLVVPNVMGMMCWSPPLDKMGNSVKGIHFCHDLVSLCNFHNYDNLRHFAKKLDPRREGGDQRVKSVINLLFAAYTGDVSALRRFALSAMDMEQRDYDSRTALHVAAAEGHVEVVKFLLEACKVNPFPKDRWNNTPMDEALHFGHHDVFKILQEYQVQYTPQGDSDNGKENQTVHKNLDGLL
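Human kidney-isoform GLS in 45 mM KH2PO4 pH 8.2, 0.02% Tween-20, with compound, started with 1mM L-Glutamine (added stock). Glutamate oxidase/HRP/Amplex red coupled fluorescence read at start and after 30 min at RT.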
HP1b chromo inh = inhibitors of HP1-beta chromodomain binding to methylated histone tails; P83916; AlphaScreen HP1-beta / biotin-H3K9me3 peptide binding; Potency, µM (doses to about 114 µM), inactives show at the highest dose activity change, negative = inhibition, usual class: inhibitors; hit rate 0.56% among 390,000; further: potency means the concentration at half of the fitted maximal effect; nearly all actives have a fitted effect of over 70% in size; inactives centre near 23
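AlphaScreen: HP1-beta (50 nM) preformed 30 min with biotin-H3(1-18)K9me3 peptide (50 nM) in PBS pH 7.4, 0.01% Tween-20. Compound added for 30 min at RT, then streptavidin donor/nickel chelate acceptor beads (10 ug/mL) for 30 min.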
PI4K2A inh = blocks human PI4K2A kinase activity | hit rate 0.13% among 420,000 | Q9BTU6 | purified PI4K2A, ADP-Glo luminescence, 1 h; hits give low values | activity change, negative = inhibition, % at 76.9 µM; in the data active means activity change below about -50%; inconclusive means mostly about -30% to -49%;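 further: -100% = wells without enzyme as full effect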
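ADP-Glo luminescence measured ADP generated by PI4K2A enzyme (4 ug/mL before mixing) with 1.2 mM PI substrate (pre-mix) and 300 microM ATP (pre-mix). Tris pH7.5 buffer with MgCl2, Triton X-100; 1 h reaction at ambient temperature.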
ALOX12 inh = ALOX12 (human) lipoxygenase inhibition. P18054. purified 12hLO, xylenol orange hydroperoxide absorbance. Potency, µM (doses to about 108 µM), inactives show at the top dose activity change, negative = inhibition, usual class: inhibitors. hit rate 1.1% among 580,000; further: potency means the concentration at half of the fitted maximal effect; on the % scale 0 is the no-effect control and ±100 the full control effect
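Purified human 12hLO (150 nM final) in 25 mM Hepes, 0.01% Triton X-100, pH 7.0 was preincubated 15 min at room temperature with compound. Then 40 uM arachidonic acid was added, 30 min. Hydroperoxide was read by Fe-XO absorbance ratio 573/405 nm.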
ERG-DNA inh = inhibitors of human ERG Ets domain-DNA interaction | P11308 | fluorescence polarization, His-ERG Ets domain / labelled DNA | Potency, µM (highest dose often 76.9 µM), for inactives: at the highest dose FP activity, negative = inhibition, most hits filed as inhibitors | hit rate 0.028% among 370,000 | AID 624246; active means well fitted inhibition curve with a large enough effect in the polarisation, with a control signal flat; inconclusive means small, poorly fitted or top-dose-only effect, or effect the other way, or a change in a side signal; inactive means no such curve, though single readings can be large or run the other way; the % refers to the polarisation;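 further: polarization taken with two DNA probes labelled with fluorescein and Texas red; potency means the concentration at half of the fitted maximal effect; % of control where 0% means no effect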
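His-tagged ERG Ets domain (1 uM in the protein solution; 300mM KCl, 50mM Tris-HCl, 1mM EDTA, 1mM DTT, pH 7.5) received compound, then a probe mix of 5 nM fluorescein-DNA and 100nM Texas-615-DNA. Fluorescence polarization was read for both dyes.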
G9a block = G9a (human) methyltransferase inhibition | hit rate 8.8% among 350,000 | Potency, µM (series often up to 102 µM), without a hit: at the highest dose activity, negative = inhibition, most hits filed as inhibitors | G9a H3K9 monomethylation, AlphaScreen, 2 h; further: potency means the concentration at half of the fitted maximal effect; on the % scale 0 is the no-effect control and ±100 the full control effect; nearly all actives have a fitted effect of over 75% in size
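Enzyme 20 nM + cpd, 15 min RT; add b-H3K9 pep 500 nM / SAM 20 uM; 2 h RT; anti-H3K9me1 Ab 0.5 ug/mL + SA donor / anti-rabbit acceptor beads 20 ug/mL each, 10 min; AlphaScreen read.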
RGS4 inhibitor = blocks human RGS4-accelerated GTP hydrolysis; P49798; Transcreener GDP fluorescence polarization, RGS4-accelerated GTP hydrolysis; Potency, µM (top dose mostly 114 µM), for inactives: at the top dose activity change, negative = inhibition, hits mostly inhibitors; hit rate 0.039% among 390,000; AID 504845; further: potency means the concentration at half of the fitted maximal effect; on the % scale 0 is the no-effect control and ±100 the full control effect; nearly all actives have a fitted effect of over 75% in size; some results filed as inactive show a strong effect at the top dose
Target sequence (P49798 whole entry, looked up): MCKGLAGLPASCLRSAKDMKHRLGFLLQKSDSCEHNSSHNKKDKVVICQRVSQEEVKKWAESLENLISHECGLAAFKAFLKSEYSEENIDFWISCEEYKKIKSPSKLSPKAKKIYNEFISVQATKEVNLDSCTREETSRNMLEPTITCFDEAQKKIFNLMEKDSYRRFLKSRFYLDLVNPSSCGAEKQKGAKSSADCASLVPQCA
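MLSMR compounds (23 nl, pin-transferred) preincubated 10 min at room temperature with a 500nM (2x) first reagent, then RGS4 at 900nM (2x) plus Transcreener GDP mix added; fluorescence polarization (620/688 nm) read before and after 90 min at 30 °C.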
BAZ2B block = BAZ2B (human) inhibition | Q9UIF8 | AlphaScreen BAZ2B-H3K14Ac peptide displacement | Potency, µM (series often up to 114 µM), without a hit: at the highest dose activity change, negative = inhibition, most hits filed as inhibitors | hit rate 4.4% among 360,000 | AID 504333; further: potency means the concentration at half of the fitted maximal effect; on the % scale 0 is the no-effect control and ±100 the full control effect; nearly all actives have a fitted effect of over 60% in size
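Multi-concentration screen (max 110 uM) measuring displacement of acetylated histone H3 peptide from BAZ2B by AlphaScreen, using 50 nM protein, 50 nM peptide and 10 ug/mL streptavidin donor plus Ni-chelate acceptor beads.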
Numbers without * were called inactive; u = inconclusive; x = no result given; [ ] = remark or other dose. Unless noted, the call rests on the fitted dose curve; in most records, active means well fitted curve in the direction sought with a large enough effect; inconclusive means small, poorly fitted or top-dose-only effect, or another doubt; inactive means no such curve, though single readings can be large; an effect the other way counts as inactive or inconclusive.

Field names: A = JMJD2A Tudor inh; B = GLS inhibitor; C = HP1b chromo inh; D = PI4K2A inh; E = ALOX12 inh; F = ERG-DNA inh; G = G9a block; H = RGS4 inhibitor; I = BAZ2B block
COc1ccc(S(=O)(=O)N2CCOC23CCN(S(=O)(=O)c2cccs2)CC3)cc1
  A: -11.0%; B: -1.7%; C: 25.3%; D: 3.4; E: -5.8%; F: -1.5%; G: -37.0%; H: -16.8%; I: 2.1%
Cc1cccc(N2CCN(CCNC(=O)Nc3ccc(Cl)cc3)CC2)c1C
  A: -17.5%; B: 2.2%; C: 0.2%; D: 0.1; E: u; F: -0.2%; G: -27.2%[59 µM]; H: -33.0%; I: -2.9%
Cc1c(CC(=O)N[C@H](C(=O)O)C(C)C)c(=O)oc2cc3c(cc12)CCC(C)(C)O3
  A: u; B: -6.9%; C: 7.8%; D: 2.2; E: 0.0%; F: 2.0%; G: -29.0%; H: -25.5%[56.9 µM]; I: 5.1%
O=C(NCc1ccco1)c1cnc2ccccn2c1=O
  A: -12.8%; B: -13.1%; C: 17.2%; D: -2.1; E: u; F: 5.2%; G: u; H: 16.0%; I: 2.4%
CCOC(=O)CSc1nc(-c2ccccc2)nc2c1oc1ccccc12
  A: 24.6%; B: 1.0%; C: 83.1%[activator]; D: -12.4; E: -9.2%; F: -0.2%; G: -13.4%[0.501 µM]; H: 7.9%; I: 5.0%
CCCCCN(C(=O)CCC(=O)OCc1cc(C(C)=O)ccc1OC)c1c(N)n(CCCC)c(=O)[nH]c1=O
  A: -18.4%; B: 13.9%; C: 4.1%; D: -1.2; E: 7.4%; F: -5.6%; G: -2.8%[12.7 µM]; H: -1.8%; I: 7.7%
CC(C)Cc1nnc(NC(=O)C2CC(=O)N(c3ccc4c(c3)OCCO4)C2)s1 (configuration not stated)
  A: -14.6%; B: 5.4%; C: 5.1%; D: 0.9; E: 11.3%; F: -7.1%; G: -38.4%[12.7 µM]; H: -21.9%; I: -3.6%
N#Cc1c(-c2ccc(Cl)cc2)nc2n(c1=O)CCCS2
  A: -11.8%; B: 10.7%; C: 34.0%; D: -1.1; E: 10.4%; F: x; G: 40.6%[12.7 µM]; H: -7.3%; I: 9.5%
CC(Sc1nncn1C)C(=O)NCc1ccc2c(c1)OCO2 (configuration not stated)
  A: -3.2%; B: 1.8%; C: 57.0%[activator]; D: -2.0; E: 30.7%[activator]; F: -2.4%; G: -8.0%; H: -19.1%; I: -17.9%
CN1CC=C2C(C#N)=C(N)C(C#N)(C#N)[C@H](c3cccs3)[C@H]2C1
  A: -11.0%; B: -14.1%; C: 31.3%; D: 0.8; E: x; F: -15.5%; G: u; H: -20.5%; I: -5.2%
O=C(Cc1ccccc1)Nc1cccc(S(=O)(=O)N2CCCCCC2)c1
  A: -17.6%; B: -8.6%; C: 29.0%; D: 5.1; E: 1.9%; F: -8.1%; G: -1.3%[12.7 µM]; H: 17.3%; I: 2.0%
O=C(O)CNC(=S)N(Cc1ccccc1Cl)C1CCCCC1
  A: -13.1%; B: 0.2%; C: 41.2%[activator]; D: -8.9; E: -5.7%; F: 16.7%; G: -36.1%; H: -17.3%; I: -4.7%
Cc1ccc(C)c2[nH]c(=O)c(CCNC(=O)c3ccc(Br)o3)cc12
  A: -19.5%; B: 0.6%; C: 38.6%; D: 3.5; E: -27.1%; F: -7.6%; G: x; H: -9.3%; I: x
S=C(c1ccccc1)N1CCN(c2ccccc2)CC1
  A: -34.9%; B: -1.8%; C: u; D: 3.2; E: -8.1%; F: 12.8%; G: x; H: -44.6%; I: x
CC1=CC(C)(C)N(C(=O)CN2C(=O)c3ccccc3C2=O)c2ccccc21
  A: 4.3%; B: -5.7%; C: 23.5%; D: 6.2; E: 7.2%; F: -4.3%; G: 4.9%[12.7 µM]; H: -19.1%; I: 9.7%
CCn1c(-c2cc(-c3ccccc3OC)nc3ccccc23)n[nH]c1=S
  A: 56.2µM*; B: 4.0%; C: 22.5%; D: 4.3; E: u; F: -5.4%; G: 2.82µM*; H: -14.0%; I: -38.9%
COc1ccc(N(C(=O)Cn2nnc3ccccc32)C(C(=O)NCc2ccco2)c2cccnc2)cc1 (configuration not stated)
  A: -10.4%; B: 0.3%; C: 20.5%; D: -0.5; E: 0.0%; F: 5.0%; G: x; H: 4.8%; I: 0.3%
COc1cccc(CC2CC(=O)N(c3ccc4c(C)cc(=O)oc4c3)C2=O)c1 (configuration not stated)
  A: -2.1%; B: -7.5%; C: 48.3%[activator]; D: 1.2; E: 41.4%[activator]; F: 0.3%; G: -3.0%[59 µM]; H: 8.6%; I: -6.9%
O=C(NNc1cc(Cl)ccc1Cl)c1c(F)cccc1Cl
  A: -8.7%; B: u; C: 24.4%; D: 5.3; E: 12.6%; F: 20.6%; G: 31.3%; H: 3.0%; I: 29.2%
CCOc1ccc(NC(=O)CSc2oc(-c3cccs3)nc2S(=O)(=O)c2ccc(Cl)cc2)cc1
  A: -19.1%; B: -13.4%; C: 14.5%; D: -1.1; E: 1.5%; F: -3.6%; G: u; H: -7.3%; I: -9.4%
COCc1cc(C)nc(OCC(=O)N/N=C/c2cccc(OC)c2)c1C#N
  A: -10.1%; B: 2.0%; C: 53.3%[activator]; D: -0.8; E: 27.2%; F: 3.3%; G: 1.2%[59 µM]; H: 15.4%; I: -3.0%
Cc1ccc(-c2nc(CS(=O)(=O)CC(=O)NCc3ccc(Cl)cc3)c(C)o2)cc1
  A: -1.3%; B: -3.0%; C: 19.0%; D: -2.4; E: 0.6%; F: 2.5%; G: 4.4%[59 µM]; H: -3.4%; I: -9.9%
Cc1nn(C2CCS(=O)(=O)C2)c(Cl)c1/C=C/C(=O)OCC(=O)Nc1ccccc1OC(F)F (configuration not stated)
  A: -21.9%; B: -3.4%; C: 15.5%; D: 0.5; E: -0.3%; F: -14.6%; G: -0.8%[12.7 µM]; H: -4.0%; I: -19.0%
Cc1noc(C)c1C(=O)OCC(=O)C12CC3CC(CC(C3)C1)C2
  A: 2.8%; B: -6.4%; C: 43.1%[activator]; D: 0.5; E: -4.0%; F: 13.6%; G: -0.5%; H: -21.5%; I: -2.0%

Shown with the structure last: entries from further up
JMJD2A Tudor inh | GLS inhibitor | HP1b chromo inh | PI4K2A inh | ALOX12 inh | ERG-DNA inh | G9a block | RGS4 inhibitor | BAZ2B block | compound
-11.0% | -1.7% | 25.3% | 3.4 | -5.8% | -1.5% | -37.0% | -16.8% | 2.1% | COc1ccc(S(=O)(=O)N2CCOC23CCN(S(=O)(=O)c2cccs2)CC3)cc1
-17.5% | 2.2% | 0.2% | 0.1 | u | -0.2% | -27.2%[59 µM] | -33.0% | -2.9% | Cc1cccc(N2CCN(CCNC(=O)Nc3ccc(Cl)cc3)CC2)c1C
u | -6.9% | 7.8% | 2.2 | 0.0% | 2.0% | -29.0% | -25.5%[56.9 µM] | 5.1% | Cc1c(CC(=O)N[C@H](C(=O)O)C(C)C)c(=O)oc2cc3c(cc12)CCC(C)(C)O3
-12.8% | -13.1% | 17.2% | -2.1 | u | 5.2% | u | 16.0% | 2.4% | O=C(NCc1ccco1)c1cnc2ccccn2c1=O
24.6% | 1.0% | 83.1%[activator] | -12.4 | -9.2% | -0.2% | -13.4%[0.501 µM] | 7.9% | 5.0% | CCOC(=O)CSc1nc(-c2ccccc2)nc2c1oc1ccccc12
-18.4% | 13.9% | 4.1% | -1.2 | 7.4% | -5.6% | -2.8%[12.7 µM] | -1.8% | 7.7% | CCCCCN(C(=O)CCC(=O)OCc1cc(C(C)=O)ccc1OC)c1c(N)n(CCCC)c(=O)[nH]c1=O
-14.6% | 5.4% | 5.1% | 0.9 | 11.3% | -7.1% | -38.4%[12.7 µM] | -21.9% | -3.6% | CC(C)Cc1nnc(NC(=O)C2CC(=O)N(c3ccc4c(c3)OCCO4)C2)s1 (configuration not stated)
-11.8% | 10.7% | 34.0% | -1.1 | 10.4% | x | 40.6%[12.7 µM] | -7.3% | 9.5% | N#Cc1c(-c2ccc(Cl)cc2)nc2n(c1=O)CCCS2

Not all compounds are listed; count on the stated rates, not on these rows.
